# rCAG RNA binder: r(CAG) repeat RNA binding | inhibition, % at 3 µM | AID 651821 | 370,000 tested, 1.3% active | TO-PRO-1 dye displacement fluorescence;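 active = inhibition above the plate cutoff, the mean of all test compounds on that plate plus 3 SD, cut at about 35% in these data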;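 note: 0% = DMSO alone and 100% = 100 µM mitoxantrone as full dye displacement; higher means more dye released from RNA so lower well fluorescence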
# NPR2 activator: GC-B (human) receptor activation; HEK293-GC-B cells, CNP EC30, cGMP TR-FRET; 0% at EC30 CNP, 100% saturating CNP; activation, % at 10 µM; 370,000 tested, 0.11% active; AID 1920062;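 active = activation at 10 µM reaching about 35% in either raw or pattern-adjusted values, limit read from the data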
# NPR1 activator: GC-A (human) enzyme activation. activation, % at 10 µM. P16066. 370,000 tested, 0.14% active. AID 1671463. HEK293 GC-A cells, cGMP TR-FRET, EC30 ANP; 0% at EC30 ANP, 100% saturating ANP; in the data active = activation above about 40%
# HTRA1 inh: HTRA1 (human) protease inhibition | Q92743 | recombinant HTRA1, FP-rhodamine activity-based probe, fluorescence polarization | inhibition, % at 5.96 µM | 340,000 tested, 0.5% active; in the data active = inhibition above about 36%;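 note: 0% = enzyme with DMSO and 100% = wells lacking enzyme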
# NR1D1 modulator: modulates human Rev-erb alpha binding to DNA | P20393 | 370,000 tested, 0.79% active | AID 1259318 | Rev-erbα–FITC-DNA binding, fluorescence polarization, 90 min | activity, % at 10 µM;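 active = activity above about 14%, limit read from the data; passing the limit was not always enough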;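 note: 0% = DMSO wells with 35 nM protein and 100% = DMSO wells with 750 nM protein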
# ASAP1 inh: inhibitors of human ASAP1 ArfGAP activity. Q9ULH1. ASAP1-stimulated ARF1 GTP hydrolysis, GDP FP detection. inhibition, % at 16.5 µM. 360,000 tested, 0.19% active; in the data active = inhibition above about 25%;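 note: 0% = vehicle with enzyme and substrate and 100% = no enzyme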
# Target sequence (Q9ULH1 325-724 limits assumed): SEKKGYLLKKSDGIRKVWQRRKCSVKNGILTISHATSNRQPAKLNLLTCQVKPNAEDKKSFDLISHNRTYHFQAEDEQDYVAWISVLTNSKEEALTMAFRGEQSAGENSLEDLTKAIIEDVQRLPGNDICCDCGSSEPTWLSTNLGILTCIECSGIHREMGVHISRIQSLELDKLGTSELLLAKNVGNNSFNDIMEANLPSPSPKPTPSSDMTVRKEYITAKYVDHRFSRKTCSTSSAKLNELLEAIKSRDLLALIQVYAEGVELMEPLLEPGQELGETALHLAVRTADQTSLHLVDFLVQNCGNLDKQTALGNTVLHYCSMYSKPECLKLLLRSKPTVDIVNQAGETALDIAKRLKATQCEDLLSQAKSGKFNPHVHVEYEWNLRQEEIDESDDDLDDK
# PG9 binder: small molecules binding HIV-1 gp120 antibody PG9 | TR-FRET gp120-PG9 antibody binding | inhibition, % at 6.7 µM | 360,000 tested, 0.43% active | AID 624416; in the data active = inhibition above about 8.5%
# ARFGAP1 inh: inhibitors of rat ARFGAP1; inhibition, % at 16.5 µM; Arfgap1-stimulated ARF1 GTP hydrolysis, GDP FP detection; Q62848; 360,000 tested, 0.26% active;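 active = inhibition above a per-plate limit, mean inhibition of low control wells plus 3 SD, cut at about 25% in these data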;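 note: 0% = DMSO wells with enzyme and 100% = wells lacking Arfgap1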
# Target sequence (Q62848 1-136 limits assumed): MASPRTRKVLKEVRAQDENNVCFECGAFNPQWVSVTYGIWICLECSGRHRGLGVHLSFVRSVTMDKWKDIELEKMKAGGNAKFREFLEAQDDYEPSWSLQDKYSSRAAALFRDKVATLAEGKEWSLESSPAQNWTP
#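 Material: rat Arfgap1 catalytic domain, aa 1-136; also added: human ARF1(Δ1-17)-GTP substrate; compound dosing: one concentration, 16.5 µM, DMSO 1.26%; incubation: GTP hydrolysis reaction 2 h at 25 °C; measured by: Tracer-displacement fluorescence polarization with EDTA stop, 620/688 nm; evaluation: % inhibition from polarization; repeats: one replicate per compound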
# SMARCA2 act: SMARCA2 function activation, primary screen | MG213 cells, MMTV-luciferase reporter, dexamethasone, overnight | activation, % at 9.1 µM | 370,000 tested, 1% active; in the data active = activation above about 7.8%;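 note: 0% = vehicle wells and 100% = reference activator wells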
# mABHD4 FP: inhibitors of mouse ABHD4; 370,000 tested, 0.54% active; Q8VD66; inhibition, % at 8.92 µM; purified mABHD4, FP-Rh probe fluorescence polarization;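 active = inhibition exceeding the mean over every tested compound plus 3 SD, cut at about 30% in these data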;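 note: 0% = plate median of compound wells and 100% = S159A mutant with DMSO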
# Target sequence (Q8VD66 whole entry, looked up): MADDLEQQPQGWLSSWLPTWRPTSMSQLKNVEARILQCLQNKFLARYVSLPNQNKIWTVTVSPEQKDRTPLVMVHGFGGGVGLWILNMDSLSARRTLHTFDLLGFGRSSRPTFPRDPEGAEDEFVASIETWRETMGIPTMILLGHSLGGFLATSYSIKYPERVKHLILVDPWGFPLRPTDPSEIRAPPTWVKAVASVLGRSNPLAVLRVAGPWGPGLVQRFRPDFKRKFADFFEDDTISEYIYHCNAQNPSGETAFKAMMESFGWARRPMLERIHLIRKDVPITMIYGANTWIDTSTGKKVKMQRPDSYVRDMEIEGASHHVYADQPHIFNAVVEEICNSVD
#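 Assay system: Wild-type mouse ABHD4 protein | Medium: HEPES pH 7.0 buffer, 150 mM NaCl, 0.01% Pluronic F-127 | Incubation: Enzyme–compound pre-incubation 45 min, then probe 60 min, both 25 °C | Technique: Fluorescence polarization with parallel and perpendicular emission, 525/598 nm | Evaluation: % inhibition of FP-Rh probe binding versus controls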
# * hit, by the source's call; / = no result given. Rows were taken by chance. Share with any hit: about 4.4%.
SMILES,rCAG RNA binder,NPR2 activator,NPR1 activator,HTRA1 inh,NR1D1 modulator,ASAP1 inh,PG9 binder,ARFGAP1 inh,SMARCA2 act,mABHD4 FP
O=C(C[n+]1cc(Br)cc(Br)c1)c1cccc([N+](=O)[O-])c1,6,0,-1,4,-3,9,-0.7,6,1,5
Cc1cc(NC(=O)CCC(=O)N(c2ccccc2C)C(C(=O)NC2CCCC2)c2ccccc2)no1 (centres undefined),2,-3,-2,2,4,5,-2.3,-10,-2,2
CCC(C)(C)n1nnnc1C(c1ccc(C)cc1)N1CCN(Cc2ccc3c(c2)OCO3)CC1 (centres undefined),-6,-2,-10,-7,-1,-2,-3.0,1,4,-4
Cc1cc(C(=O)NNS(=O)(=O)c2ccccc2C(F)(F)F)nn1C(C)(C)C,3,-3,1,0,2,-17,-2.0,1,-2,4
Cc1ccccc1CNC(=O)c1ccc2nc(N3CCOCC3)sc2c1,-1,4,5,-10,-1,1,0.6,-10,-2,0
COc1ccccc1CNC(=O)C1CC(=O)N(C2CCCC2)C1 (centres undefined),-1,1,5,1,-4,0,-2.0,-3,-2,1
O=C(CSc1ccc([N+](=O)[O-])cn1)Nc1nccs1,0,0,-5,2,0,11,-1.4,12,3,2
COc1ccccc1N1CCN(C(=O)CN2C(=O)c3cccc4cccc(c34)C2=O)CC1,-4,1,3,4,3,-4,-0.6,7,-1,0
COc1cc(OCc2ccccc2)c(C(=O)/C=C/c2ccc3c(c2)OCO3)c(OC)c1OC,0,12,9,-20,0,2,-1.0,-10,-4,-10
N#CC12CCCCC1CC1CCCCC1(C#N)N2Cc1cccnc1 (centres undefined),-4,/,/,-1,/,6,1.1,1,1,0
O=C(COC(=O)c1ccc(Br)o1)NCc1ccco1,9,9,-1,1,-4,-8,0.2,2,0,6
COc1cc(/C=N/N=C/c2cc(OC)c(O)c(OC)c2)cc(OC)c1O,-3,-4,-5,5,-6,1,-12,17,0,5
CC(C)c1cc(C(=O)O)n(-c2ccccc2)n1,1,6,2,10,4,11,-1.3,11,-2,-4
CN(c1ccc(OCc2nnc(-c3ccccc3)o2)cc1)S(=O)(=O)c1ccccc1,-2,-3,-5,-15,2,-5,1.7,2,-2,-11
COCCC1CCCCN1C(=O)c1cccc(OC2CCN(S(C)(=O)=O)CC2)c1 (centres undefined),-2,0,4,1,3,-17,0.9,-12,1,-2
COc1ccc(OC)c(S(=O)(=O)Nc2ccc(O)c(Sc3ncn[nH]3)c2)c1,/,-2,-3,9,1,/,/,/,/,/
CCCCC(CC)CNCc1cccn1CCN1CCOCC1 (centres undefined),-3,-11,-9,0,9,-1,1.6,6,-3,2
CC(=O)Oc1ccc(C(=O)NCc2ccco2)cc1,0,0,0,13,-2,-8,-0.5,0,0,-2
Cc1ccccc1CNC1CCCCC1,-1,0,-3,1,8,-4,-1.9,6,-4,-1
CCOC(=O)N1CCN(C(=O)c2ccc(N3C(=O)CCC3=O)cc2)CC1,0,-4,3,3,1,-10,0.2,-13,1,-2
Cc1cc(C)c2nc(N(CCN(C)C)C(=O)c3ccc(S(=O)(=O)N(C)CC4CCCO4)cc3)sc2c1 (centres undefined),-4,-1,0,-5,8,1,0.3,6,0,4
O=C(CCl)N1c2ccccc2OCC1c1ccccc1 (centres undefined),0,3,-17,1,-2,5,0.2,5,-1,0
CC1=C(C(=O)N2CCCCCC2)CC(CC(=O)NC2CC2)C(=O)N1Cc1ccccc1 (centres undefined),0,-1,4,/,0,4,-0.8,7,-5,-5
Cc1cccc(OC(=O)Nc2ccc(C(=O)O)c(O)c2)c1,2,-2,-3,-4,-4,-1,-0.3,-10,-3,-12
Cc1ccc(O)c(NC(=O)CSc2ccc(Cl)cc2)c1,3,-8,-6,-29,-5,2,0.3,8,-2,-15
# Next records.
SMILES,rCAG RNA binder,NPR2 activator,NPR1 activator,HTRA1 inh,NR1D1 modulator,ASAP1 inh,PG9 binder,ARFGAP1 inh,SMARCA2 act,mABHD4 FP
CC1CCN(C(=O)COc2ncnc3ccccc23)CC1,-1,1,2,8,-2,-9,0.9,-4,0,-1
Cc1nc(S(=O)(=O)c2ccc(Cl)cc2Cl)nc2c1CCC2,0,-1,3,-4,3,-9,1.3,4,0,-8
O=C(COC(=O)CCc1nc2ccccc2c(=O)[nH]1)Nc1c(Cl)cccc1C(F)(F)F,2,-4,0,-6,1,0,1.1,-10,0,3
COC(=O)/C=C/COc1ccccc1[N+](=O)[O-],-2,0,3,-6,-5,1,-2.2,23,3,-3
CC(C)(O)C#Cc1ccc(CN2CCN(Cc3ccsc3)C(CCO)C2)s1 (centres undefined),-6,4,2,5,4,-2,-2.4,13,-2,93*
CC(=O)NS(=O)(=O)c1ccc(N=NN2CCOCC2)cc1,3,-1,1,5,0,3,-1.3,2,-3,-1
Cc1cccc(NC(=O)NN(C(=O)c2ccccc2Cl)C(C)(C)C)c1,3,-3,-1,/,-3,/,/,/,-1,-4
Cc1ccccc1-c1nc2c(s1)CCc1onc(-c3cccc([N+](=O)[O-])c3)c1-2,1,0,-1,7,2,17,-2.6,6,3,-1
O=C(NCc1ccccc1)C(c1ccc(F)cc1)N(Cc1ccc2c(c1)OCO2)C(=O)Cn1nnc(-c2cccs2)n1 (centres undefined),8,-6,1,-5,-1,15,4.4,0,-3,-6
O=C(CSc1ccc2nc(-c3ccccc3)cn2n1)NCC1CCCO1 (centres undefined),-6,-4,3,3,7,-2,-0.8,5,1,3
COCCNC(=O)C(=O)Nc1cc2c3c(c1)CCC(=O)N3CCC2,-1,3,1,6,0,-1,0.0,-6,-2,2
COc1cc(C2SCC(=O)N2c2c(C)n(C)n(-c3ccccc3)c2=O)ccc1O (centres undefined),-2,2,4,-42,3,-7,-2.8,-9,-1,-1
O=C(c1ccc(F)cc1)n1c(NCc2ccccc2)n[nH]c1=S,2,-3,-5,0,-22,2,-0.5,10,-5,-4
CCOCCCNC(=S)N1CCC(NC(=O)C23CC4CC(CC(C4)C2)C3)CC1,-4,2,-3,-2,8,-9,-1.7,-6,5,4
COc1ccc(C(=O)Nc2nc(CC(=O)NCCc3ccccc3OC)cs2)cc1,-4,-2,2,-16,-2,-7,1.0,-1,2,-3
COc1cccc(OCC(=O)NNC(=O)Cc2cccs2)c1,1,5,-1,4,-1,-2,-2.5,-1,5,-8
CC(=O)c1c(C)[nH]c(C(=O)N2CCN(S(=O)(=O)c3ccc(C)cc3C)CC2)c1C,1,-3,-4,0,-2,-7,1.7,17,-2,3
Cc1ccc(NC(=O)CC(O)(C(F)(F)F)C(F)(F)F)c(Br)c1,0,0,3,-8,-1,-5,-0.9,1,1,2
Cn1c(COc2nnc(-c3ccc(Cl)cc3)c3ccccc23)nc2ccccc21,-2,0,-7,3,2,2,-0.4,-9,0,-12
Cn1c(=O)c2c(ncn2CC(=O)OCC(=O)NC(c2ccccc2)c2ccccc2)n(C)c1=O,-3,-6,-1,3,3,-8,0.8,9,0,0
CCC(C)[C@H](NC(=O)OC(C)(C)C)C(=O)N[C@@H](Cc1ccccc1)C(=O)OC (some centres undefined),-2,-4,-5,/,-1,/,/,/,-2,-4
O=C(NC1CCCC1)C1(c2ccccc2)CCN(S(=O)(=O)c2ccccc2)CC1,-2,-3,-1,-7,7,11,-1.2,5,0,-2
CCCCCCCCC(=O)N/N=C(\C)c1ccc(O)cc1O,6,-2,-5,3,-3,9,-0.2,3,-4,1
COc1nc(C)nc2c1ccc1ccccc12,0,0,-4,0,-8,-7,-0.6,4,-1,5
CCN(CC)S(=O)(=O)N1CCC(C(=O)NC(C)CCc2ccccc2)CC1 (centres undefined),-6,0,-6,1,2,3,2.7,1,-4,-1

# mABHD4 FP, what is marked active above.
SMILES	NPR2 activator	NPR1 activator	HTRA1 inh	NR1D1 modulator	ASAP1 inh	PG9 binder	ARFGAP1 inh	SMARCA2 act	mABHD4 FP
CC(C)(O)C#Cc1ccc(CN2CCN(Cc3ccsc3)C(CCO)C2)s1 (centres undefined)	4	2	5	4	-2	-2.4	13	-2	93*

# Continued:
SMILES,rCAG RNA binder,NPR2 activator,NPR1 activator,HTRA1 inh,NR1D1 modulator,ASAP1 inh,PG9 binder,ARFGAP1 inh,SMARCA2 act,mABHD4 FP
Cc1ccc(S(=O)(=O)N2CC(C(=O)O)=CC[C@H]2c2ccc3c(c2)OCO3)cc1,14,-2,-2,-8,0,-17,-1.8,-7,1,5
CN(CC/C=C1/c2ccccc2CSc2ccccc21)CCCO,-2,-15,-31,4,-4,-22,-1.2,2,-1,-4
Cc1c(C(=O)NC2CCCC2)oc2ccccc12,0,-5,-1,-5,-1,5,0.3,-7,5,0
O=C(NS(=O)(=O)Nc1ccc(Br)cn1)c1c[nH]c2ccccc12,-1,1,-2,3,-1,-1,1.8,0,-1,3
CC1Sc2n(c3ccccc3[n+]2C)N=C1c1ccccc1 (centres undefined),1,-2,-2,-1,3,13,-0.6,3,-4,6
C=CCN=C1NC(c2cccc(Cl)c2)C(C(=O)OC)=C(C)N1C (centres undefined),2,-18,-12,/,4,-10,0.6,-6,-7,6
COc1ccc(NC(=S)Nc2ccc3nsnc3c2)cc1,10,-5,1,24,-3,33*,-3.9,15,-6,4
CN1CCN(C(=O)c2cnn(-c3ccccc3)c2NC(=O)c2ccccc2Cl)CC1,-3,3,2,-1,0,-13,-2.9,5,-1,1
C#CCOCCOCCOCCNc1nc(N2CCOCC2)nc(N2CCN(C(=O)[C@H]([C@@H](C)CC)n3cc(CCCCN)nn3)CC2)n1,10,5,2,-2,1,2,2.3,11,1,-8
CN(C)CCCn1c2c(c(SCC(=O)Nc3cccc4ccccc34)nc1=O)CCC2,1,1,5,1,4,-14,1.1,11,-3,-2
O=C(c1ccc2c(c1)OCO2)C1CCCN(Cc2cccn2-c2cccnc2)C1 (centres undefined),-7,0,-1,-2,4,0,-1.0,3,-2,2
CCCC(=O)Nc1sc2c(c1C(=O)OCC)CC(C)(C)OC2,-2,1,-3,-1,6,-3,1.4,2,-5,-5
Cc1cc(OC(=O)c2ccccc2Cl)c([N+](=O)[O-])c(=O)[nH]1,0,4,0,6,-5,1,-0.2,-4,-2,-1
CNC(=O)C(C)Sc1ccc(S(=O)(=O)N2CCOCC2)cn1 (centres undefined),-1,-2,0,6,-3,-9,-0.7,3,1,3
S=C(Nc1ccccc1)OCCN1CCCC12CCC(c1ccccc1)CC2 (centres undefined),/,-3,-2,/,-1,/,/,/,/,2
COc1cccc(-n2nc(C#N)c(Cl)cc2=O)c1,4,9,10,-8,-2,-4,0.5,1,-11,1

# Profiles from above. Screens in order: rCAG RNA binder	NPR2 activator	NPR1 activator	HTRA1 inh	NR1D1 modulator	ASAP1 inh	PG9 binder	ARFGAP1 inh	SMARCA2 act	mABHD4 FP
# Results for COc1cccc(-n2nc(C#N)c(Cl)cc2=O)c1 → 4	9	10	-8	-2	-4	0.5	1	-11	1
# Results for COc1ccc(NC(=S)Nc2ccc3nsnc3c2)cc1 → 10	-5	1	24	-3	33*	-3.9	15	-6	4
# Results for S=C(Nc1ccccc1)OCCN1CCCC12CCC(c1ccccc1)CC2 (centres undefined) → /	-3	-2	/	-1	/	/	/	/	2
# Results for O=C(NS(=O)(=O)Nc1ccc(Br)cn1)c1c[nH]c2ccccc12 → -1	1	-2	3	-1	-1	1.8	0	-1	3

# Bioassay records as filed in PubChem.
